PGC1a acetyl inh: inhibitors of PGC1a acetylation signal, primary screen, cell-based, U2OS, AlphaScreen, inhibitor mode. AlphaScreen anti-acetyl-lysine; with virally co-expressed GCN5 acetyltransferase. inhibition, % at 15.6 µM. 0.17% of 350,000 active. AID 651687, 2012;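 active = every replicate shows inhibition of at least 40%; inconclusive = mean inhibition at least 40% but some replicate below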;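 note: 0% = neutral control wells and 100% = positive control wells; some results beyond the cut were filed as inactive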
PglD inh: C. jejuni PglD acetyltransferase inhibitors, primary screen, biochemical, DTNB colorimetric, single point | AID 602405, 2012 | inhibition, % at 12.5 µM | UDP-N-acetylbacillosamine N-acetyltransferase PglD (Campylobacter jejuni) | purified PglD enzyme, DTNB colorimetric CoA detection | 0.098% of 360,000 active; in the data active = inhibition above about 16%, passing the limit was not always enough; inconclusive = no clear call, values can overlap the other calls; note: strong numbers were not always called active
ERAP1 HTS inh: human ERAP1 aminopeptidase inhibitors, primary screen, biochemical, single point, plate reader; Endoplasmic reticulum aminopeptidase 1 (Homo sapiens), Q9NZ08; recombinant ERAP1, Leu-AMC fluorescence, 60 min; inhibition, % at 10.7 µM; 0.15% of 340,000 active;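 active = mean replicate inhibition of at least 30%, or all replicates individually reaching that 30% level; inactive = mean below 30% and not every replicate reaching it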;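 note: 0% = neutral control wells and 100% = L-leucinethiol positive control wells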
RAD54 inh: inhibitors of human RAD54 branch migration, primary screen, biochemical, fluorescence, single point; RAD54 Holliday junction branch migration, FAM/BHQ fluorescence; inhibition, % at 10.4 µM; 0.14% of 360,000 active;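 active = mean normalized replicate activity at least 40 and at least half of replicates scoring 40 or more; inconclusive = only one of the two criteria met; inactive = mean below 40 and under half of replicates reaching 40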;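 note: 0% = median of neutral control wells and 100% = median of positive control wells; inhibitors cause a drop in the FAM fluorescence signal; in these data hits start at about 50%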
miR122 inh: miR-122 Renilla sensor signal increase in Huh7, primary screen, miR-122 inhibitor project, cell-based, single point, plate reader. Huh7 miR-122 Renilla luciferase sensor, 48 h; neutral wells = 0, positive control = 100. activation (reporter increase), % at 12.5 µM. AID 602342, 2012. 0.3% of 340,000 active;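 active = mean replicate activation score at least 90 and every replicate individually at or above 90; inconclusive = only one of the two criteria met; inactive = neither criterion met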;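 note: higher luciferase means less miR-122 activity so hits act as miR-122 inhibitors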
Cneo AK release: Cryptococcus neoformans cell lysis inducers, primary screen, AK release luminescence, single concentration. 0.2% of 360,000 active. lysis activity, % at 15 µM. AID 651654, 2012. C. neoformans lysis, adenylate kinase release luminescence, 4 h; normalised: neutral wells 0, clomiphene wells 100;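 active = mean lysis activity across replicates of at least 80%, whatever share of replicates individually reach that level; inactive = mean lysis activity below 80%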
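Material – log-phase Cryptococcus neoformans yeast cells · Input – 5 × 10^6 yeast cells/mL · Medium – fresh YPD growth medium · Doses – single compound concentration per well · Timing – static 4 h at 37 °C with compound, 1 h detection · Detection – adenylate kinase release luminescence · Read-out – signal increase indicating cell lysis · Control set – Clomiphene as positive lysis control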
E-selectin induc: E-selectin induction in HUVECs, primary screen, imaging, HUVEC, immunofluorescence imaging, single point. P16581. normalized: neutral wells 0, TNF-alpha wells 100. activation, % at 7.58 µM. 0.37% of 260,000 active;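 active = mean E-selectin-positive cell signal at least 10% of the positive control, reached in at least 60% of replicates, without over 20% cell loss; inconclusive = no rule given, readout overlaps actives, possibly toxicity-flagged; inactive = the rest, including those meeting only one limit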;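 note: in these data hits start at about 27%; measured in HUVEC primary endothelial cells; signal is the percent of cells scored E-selectin positive by PE staining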
Target sequence (P16581 whole entry, looked up): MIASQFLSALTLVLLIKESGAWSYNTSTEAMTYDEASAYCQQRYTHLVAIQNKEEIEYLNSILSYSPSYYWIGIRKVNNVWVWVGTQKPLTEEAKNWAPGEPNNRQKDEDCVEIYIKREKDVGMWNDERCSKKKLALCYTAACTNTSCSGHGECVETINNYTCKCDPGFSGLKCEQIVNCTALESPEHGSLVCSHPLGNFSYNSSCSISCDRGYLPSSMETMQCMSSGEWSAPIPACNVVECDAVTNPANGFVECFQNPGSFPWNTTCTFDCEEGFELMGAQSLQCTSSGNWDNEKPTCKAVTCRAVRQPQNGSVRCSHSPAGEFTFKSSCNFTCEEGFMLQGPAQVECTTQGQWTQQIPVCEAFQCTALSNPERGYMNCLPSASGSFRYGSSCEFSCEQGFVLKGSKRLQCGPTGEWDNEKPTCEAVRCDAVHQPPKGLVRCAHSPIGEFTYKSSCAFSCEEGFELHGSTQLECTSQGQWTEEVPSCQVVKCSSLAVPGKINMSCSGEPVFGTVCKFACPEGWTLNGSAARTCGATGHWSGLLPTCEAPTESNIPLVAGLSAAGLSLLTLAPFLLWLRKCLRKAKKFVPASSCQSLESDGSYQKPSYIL
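Test system – human umbilical vein endothelial cells (HUVEC), E-selectin induction · Input – 3,000 HUVEC seeded per well · Buffer or medium – EGM-2, gelatin · Compound dosing – single-point compound dose · Detection – immunofluorescence imaging · Measure – percent E-selectin-positive cells · Controls – TNF-alpha high, DMSO low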
RAD52 anneal inh: RAD52 DNA annealing inhibitors, primary screen, biochemical, FRET, single point, set 2; recombinant RAD52 DNA annealing, FRET fluorescence; inhibition, % at 18.7 µM; 0.46% of 360,000 active; AID 651710, 2012;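 active = every replicate showing at least 50% inhibition; inconclusive = mean inhibition at least 50% but not in every replicate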
Target sequence (P43351 whole entry, looked up): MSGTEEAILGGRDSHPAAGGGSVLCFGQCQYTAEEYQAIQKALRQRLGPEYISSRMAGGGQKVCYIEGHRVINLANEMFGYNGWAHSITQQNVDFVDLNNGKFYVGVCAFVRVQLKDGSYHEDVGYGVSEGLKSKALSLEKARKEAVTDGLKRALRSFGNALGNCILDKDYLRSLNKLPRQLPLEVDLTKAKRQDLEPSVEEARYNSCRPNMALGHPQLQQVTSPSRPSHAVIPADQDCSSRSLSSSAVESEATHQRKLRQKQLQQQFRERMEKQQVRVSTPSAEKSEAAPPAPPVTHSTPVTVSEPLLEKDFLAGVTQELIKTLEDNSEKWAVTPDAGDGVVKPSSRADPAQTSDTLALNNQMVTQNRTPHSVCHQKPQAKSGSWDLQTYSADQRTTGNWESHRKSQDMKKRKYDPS
Numbers without * were called inactive; u = inconclusive; x = no result given; [ ] = remark or other dose.

molecule	PGC1a acetyl inh	ERAP1 HTS inh	Cneo AK release	RAD54 inh	miR122 inh	RAD52 anneal inh	E-selectin induc	PglD inh
O=P(OCC(F)(F)C(F)F)(N1CCOCC1)N1CCOCC1	-5	x	-3	-6	0	x	x	1
CCC(=NCc1ccco1)c1c(O)n(C2CCCCC2)c(=O)[nH]c1=O	0	x	2	-14	4	x	x	-4
CCN(CC)CCNC(=O)c1c(O)c2ccccc2n(Cc2ccccc2)c1=O	4	x	2	2	-5	x	x	0
O=C1CC(c2ccccc2)CN1 (configuration not stated)	5	-11	2	-2	x	-15	x	-1
Cc1ccc(C2C(S(C)(=O)=O)=C(O)C(=O)N2c2ccccc2)cc1 (configuration not stated) (tested in a mixture with another compound)	4	x	1	-4	-4	x	x	6
O=C(O)[C@@H]1[C@@H](CO)[C@@H]2Cn3c(ccc(-c4ccc(F)cc4)c3=O)[C@H]1N2CC1CCCCC1	x	2	-4	-3	x	-4	-0.1	3
O=C(Cc1cccnc1)N1CCCCN2[C@H](CO)[C@H](c3ccc(C#CC4CCCC4)cc3)[C@H]2C1	-6	0	0	7	7[16.7 µM]	-30	-0.2	0
O=c1[nH]c(=S)n(Cc2ccco2)c(O)c1C=NCc1cccs1	u	x	1	-12	9	x	x	2
O=C1NC(=O)C(=Cc2cccs2)C(=O)N1	-6	0	3	-12	x	-71	-1.2	1
COC(=O)[C@@H]1[C@@H](CO)[C@@H]2Cn3c(ccc(-c4cccnc4)c3=O)[C@H]1N2S(=O)(=O)c1ccccc1C	x	-2	-4	2	x	-12	0.1	0
CCOCCCN=Cc1c(O)n(Cc2ccccc2)c(=O)[nH]c1=O	10	x	-4	3	-2	x	x	0
Cc1ccc(N=Cc2c(O)n(-c3ccc(C)cc3)c(=O)[nH]c2=O)cc1	-2	3	1	-14	-2	-54	-0.2	5
CC(C)NP(=O)(NC(C)C)OP(=O)(NC(C)C)NC(C)C	2	-5	0	-9	25	-3	2.3	-1
O=C1Nc2ccc(Br)cc2C(c2ccccc2Cl)=NC1O (configuration not stated)	-1	x	0	-14	-3	7	x	2
COc1ccc(-c2ccc([C@@H]3[C@H]4CN(C(=O)Cc5ccncc5)CCCCN4[C@H]3CO)cc2)cc1	3	0	6	1	37[16.7 µM]	2	0.1	1
Cc1cccc(CNCCc2ccccc2)n1	x	1	-2	-5	-4	-19	x	3
OC[C@H]1[C@@H]2c3ccccc3NC[C@@H]2N1Cc1cccnc1	15	0	-2	6	-7[16.7 µM]	-8	-0.1	-4
Cc1cc(OCC(=O)N2CCC(C(=O)O)(c3ccccc3)CC2)c2c(C)cc(=O)oc2c1	17	x	4	5	-2	-8	x	0
COC(=O)CSC1=NN1c1cc(C)nc(N)n1	x	0	0	-2	x	-18	x	-2
O=C(c1cc2nc(-c3ccccc3)cc(-c3ccccc3)n2n1)N1CCC2(CC1)OCCO2	-13	x	-1	7	50	x	x	4
CC12CN3CC(C)(CN(C1)C3c1cccnc1)C2=O (configuration not stated)	5	x	-3	-3	3	x	x	3
O=c1[nH]c(=O)n(Cc2ccc(F)cc2)c(O)c1C=NCCCN1CCOCC1	7	x	0	-6	-9	x	x	-10
COc1ccc2[nH]c3c(c2c1)CCNC3C (configuration not stated)	9	3	6	5	2	20	x	7
CCOC(=O)CC1c2ccccc2-n2nncc2CN1C (configuration not stated)	-2	0	2	-3	-7	-7	-0.2	1
COc1ccc(C#Cc2ccc([C@@H]3[C@@H](CO)N4CCCCN(C(=O)Cc5ccccc5)C[C@@H]34)cc2)cc1	4	-2	-3	6	-16[16.7 µM]	-30	-0.8	10
Cc1cccc(CS(=O)(=O)Cc2ccc(C(=O)N3CCC4(CC3)OCCO4)o2)c1	3	x	-1	11	-2	x	x	0
COc1ccc(C#Cc2ccc([C@@H]3[C@@H](CO)N4CCCCN(C(=O)Cc5ccccc5)C[C@H]34)cc2)cc1	-1	0	3	4	-8[16.7 µM]	-10	-0.5	-4
CCOC(=O)C1=C(N)Oc2cc(C)oc(=O)c2C12C(=O)N1c3c(cc(OC)cc32)C(C)=CC1(C)C (configuration not stated)	11	x	-1	-3	3	x	x	1
O=c1[nH]c(=S)[nH]c(O)c1CN1CCCCC1	6	x	6	3	0	x	x	-2
O=C(Cc1cccnc1)N1CCCCN2[C@H](C1)[C@H](c1ccc(C#CC3(O)CCCC3)cc1)[C@@H]2CO	5	2	-8	-7	7[16.7 µM]	-9	0.2	2
Cc1ccc(C[n+]2c(-c3ccc(C)cc3)cc(-c3ccc(C)cc3)cc2-c2ccc(C)cc2)cc1	67*	x	-3	30	4	x	x	3
O=C(COc1ccc(Cl)cc1Cl)N1CCN(C/C=C/c2ccccc2)CC1	-3	x	4	5	-8	x	x	1
Cc1cc(/C=C2/C(=O)NC(=O)N(c3ccc(Br)cc3)C2=O)c(C)n1C	1	x	1	0	3	-123	0.3	-10
CCCCn1c(O)c(C(C)=NCCCn2ccnc2)c(=O)[nH]c1=O	4	x	-3	-2	-1	x	x	-6
Cc1ccc(C(C)C)c(OCC#CCN2CCCC2)c1	x	1	-1	-7	-3	-3	x	-1
O=C1CN=C(c2ccc[nH]2)c2cc(Cl)ccc2N1	u	0	0	6	-14	-5	-0.1	1
CCOc1ccccc1NC(=O)N1CCC2(CC1)OCCO2	x	x	2	3	u	x	x	2
CCOC(=O)C1(c2ccccc2)CCN(CCc2ccc(NC(=O)CCC(=O)O)cc2)CC1	2	0	0	0	x	-1	-0.2	0
O=C(c1ccc2c(c1)OCO2)C1CCCN(Cc2c(F)cccc2Cl)C1 (configuration not stated)	x	2	4	-8	x	-2	0.8	6
CCn1c(P(C)(=O)O)nc2ccccc21	-3	x	-1	4	1	x	x	-9
S=C(NCCc1ccccc1)N1Cc2ccccc2-n2nncc2C1	7	-3	-1	-3	63	-22	x	0
Cc1c(CC(=O)N2C[C@H]3C[C@@H](C2)c2cccc(=O)n2C3)c(=O)oc2cc(O)c(Cl)cc12	7	-111	-5	15	-1	-15	x	-1
Cc1ccc(OP2(=O)Nc3cc(C)c(C)cc3S2)cc1 (configuration not stated)	-2	7	-2	-19	x	-16	0.1	6
CCCN1CCC[C@@H]2Cc3[nH]ncc3C[C@H]21	-2	0	0	-1	-2	2	-0.2	1
Cc1ccc2cccc(OC(=O)N3CCCC3)c2n1	x	x	-2	-6	3	x	x	2
Cc1ccc(C2CC3CCC(C2)N3Cc2ccccc2F)cc1 (configuration not stated)	-25	3	0	12	-5	-5	x	1
CC(=NCCC1=CCCCC1)c1c(O)[nH]c(=O)[nH]c1=O	9	x	-4	2	0	x	x	-3
CCC(C)N1C(=O)NC(=O)C2(Cc3cc(C)ccc3N(C)C2)C1=O (configuration not stated)	x	x	-1	2	3	x	x	-2
COc1ccc(CN2CCN(Cc3ccccc3F)CC2)cc1	1	-3	4	-16	-6	-7	-0.1	-2
COC(=O)C1=C(c2ccc(F)cc2OCc2ccccc2)C[C@@H]2CC[C@H]1N2C	3	0	2	-4	-5	-10	0.3	-3
COc1ccc2[nH]cc(CCNCc3cccnc3)c2c1	9	0	-1	-3	5	15	x	-5
COc1cccc(/C=C2\N=C(c3cncc(Br)c3)OC2=O)c1	x	-3	0	-6	2	-11	x	3
C[C@H]1CN([C@@H](C)CO)C(=O)CCCn2nncc2CO[C@@H]1CN(C)C(=O)Oc1cccc2ccccc12	0	3	-6	6	3[16.7 µM]	7	-0.1	2
CN1C(=O)CN=C(c2ccc[nH]2)c2cc(Cl)ccc21 (tested in a mixture with another compound)	x	2	-2	1	x	-7	1.6	-6
O=C(CCNC(=O)N1C[C@H]2C[C@@H](C1)c1cccc(=O)n1C2)Nc1cccc(Cl)c1	-2	x	-6	-15	-5	-15	x	-3
CC(Cc1ccccc1)NC(=O)NC(C)Cc1ccccc1 (configuration not stated)	-2	x	-1	2	3	x	x	-9
O=C(Cc1ccccc1)OCC(=O)c1ccccc1	4	0	-3	6	0	-6	0.0	-3
O=[N+]([O-])c1ccc(C(c2ccc([N+](=O)[O-])cc2)c2ccc([N+](=O)[O-])cc2)cc1	-17	-2	-1	1	-2	-3	-0.6	-4
CCN(CC)c1ccc(CN2CC=C(c3ccc(F)cc3)CC2)cc1	-1	x	12	3	0	x	x	2
Cc1cccc(-n2c(O)c(/C=N/NC(=O)c3ccncc3)c(=O)[nH]c2=O)c1	-2	3	1	1	-2	-14	0.2	-7

(listing goes on)
molecule	PGC1a acetyl inh	ERAP1 HTS inh	Cneo AK release	RAD54 inh	miR122 inh	RAD52 anneal inh	E-selectin induc	PglD inh
Cc1ccc2nc(-c3ccncc3)cc(C(=O)N3CCC4(CC3)OCCO4)c2c1	0	x	2	3	3	x	x	-3
CC(C)(C)c1ccc(OC(=O)N2CCCCC2)cc1	16	-1	x	x	4	-4	-0.1	x
COc1ccc(-n2c(O)c(C=NCCCn3ccnc3)c(=O)[nH]c2=O)cc1	-68	x	-1	7	0	x	x	-4
C#C[C@]1(O)[C@H](O)CC2C3CC[C@H]4C[C@@H](O)CC[C@]4(C)C3CC[C@@]21C (some centres not stated)	12	-4	0	-2	-6	0	-0.1	7

Among those listed so far, 3 have bromine.
molecule	PGC1a acetyl inh	ERAP1 HTS inh	Cneo AK release	RAD54 inh	miR122 inh	RAD52 anneal inh	E-selectin induc	PglD inh
O=C1Nc2ccc(Br)cc2C(c2ccccc2Cl)=NC1O (configuration not stated)	-1	x	0	-14	-3	7	x	2
Cc1cc(/C=C2/C(=O)NC(=O)N(c3ccc(Br)cc3)C2=O)c(C)n1C	1	x	1	0	3	-123	0.3	-10
COc1cccc(/C=C2\N=C(c3cncc(Br)c3)OC2=O)c1	x	-3	0	-6	2	-11	x	3

Profiles, quoted from the list.
CC(C)(C)c1ccc(OC(=O)N2CCCCC2)cc1 reads PGC1a acetyl inh = 16; ERAP1 HTS inh = -1; Cneo AK release = x; RAD54 inh = x; miR122 inh = 4; RAD52 anneal inh = -4; E-selectin induc = -0.1; PglD inh = x
C#C[C@]1(O)[C@H](O)CC2C3CC[C@H]4C[C@@H](O)CC[C@]4(C)C3CC[C@@]21C (some centres not stated) reads PGC1a acetyl inh = 12; ERAP1 HTS inh = -4; Cneo AK release = 0; RAD54 inh = -2; miR122 inh = -6; RAD52 anneal inh = 0; E-selectin induc = -0.1; PglD inh = 7

From PubChem

These rows are one share of the data. The share of hits here may be higher or lower than overall.
